# GDH-TPI counter: inhibits GDH-TPI coupling enzymes, artifact for Mtb FBA screen. GDH-TPI coupled enzyme counterscreen, NADH absorbance. inhibition, % at 4.8 µM. actives 1.2% (n = 360,000). AID 588335; in the data active means inhibition above about 30%;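 further: 0% = DMSO wells and 100% = wells lacking the enzyme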
# Mtb FBA inh: Mtb fructose-bisphosphate aldolase inhibition. P9WQA3. purified M. tuberculosis FBA, fluorescence read-out. inhibition, % at 1 µM. actives 2.3% (n = 360,000). AID 588726; in the data active means inhibition above about 27%;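 further: 0% = vehicle and 100% = reference inhibitor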
# Target sequence (P9WQA3 whole entry, looked up): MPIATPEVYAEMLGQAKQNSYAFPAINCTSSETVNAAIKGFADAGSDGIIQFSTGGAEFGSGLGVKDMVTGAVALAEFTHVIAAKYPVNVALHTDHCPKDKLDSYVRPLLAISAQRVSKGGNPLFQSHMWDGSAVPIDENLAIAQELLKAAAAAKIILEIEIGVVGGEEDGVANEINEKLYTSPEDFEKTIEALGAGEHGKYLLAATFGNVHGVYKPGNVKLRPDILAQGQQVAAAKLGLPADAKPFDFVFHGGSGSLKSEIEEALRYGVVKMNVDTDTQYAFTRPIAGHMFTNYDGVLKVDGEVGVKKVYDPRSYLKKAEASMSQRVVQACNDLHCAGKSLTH
# BoNT F protease: BoNT F light chain protease inhibition; Multiplex microsphere protease cleavage assay, flow cytometry; actives 0.22% (n = 360,000); inhibition, % at 10 µM; in the data active means inhibition above about 35%, passing the limit was not always enough; inconclusive means no clear call, values can overlap the other calls; further: plate controls were buffer without enzyme for full effect and enzyme alone for no effect
# PfHsp40 yeast: compounds rescuing yeast from Plasmodium falciparum HSP40 toxicity; S. cerevisiae expressing PfHsp40, growth rescue, ATP luminescence; growth rescue, % at 12.5 µM; actives 0.68% (n = 340,000); AID 504582; in the data active means growth rescue above about 28%, passing the limit was not always enough; inconclusive means no clear call, values can overlap the other calls;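 further: yeast W303a lacking pdr1 and pdr3 grown in galactose medium; growth measured after three days at 30 °C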
# FadD28 FP inh: blocks FadD28 binding to the bisubstrate probe; inhibition, % at 12.5 µM; actives 0.22% (n = 360,000); AID 588549; fluorescence polarization; in the data active means inhibition above about 8.5%, passing the limit was not always enough; inconclusive means no clear call, values can overlap the other calls
# Mtb BioA inh: BioA (M. tuberculosis) enzyme inhibition; inhibition, % at 9.99 µM; purified M. tuberculosis BioA enzyme, plate reader; actives 0.096% (n = 360,000); in the data active means inhibition above about 40%; inconclusive means no clear call, values can overlap the other calls
# UGM FP inh: blocks M. tuberculosis UGM enzyme. P9WIQ1. purified UGM, fluorescence polarization probe displacement. inhibition, % at 10 µM. actives 0.06% (n = 320,000); in the data active means inhibition above about 10%, passing the limit was not always enough; inconclusive means no clear call, values can overlap the other calls
# Target sequence (P9WIQ1 whole entry, looked up): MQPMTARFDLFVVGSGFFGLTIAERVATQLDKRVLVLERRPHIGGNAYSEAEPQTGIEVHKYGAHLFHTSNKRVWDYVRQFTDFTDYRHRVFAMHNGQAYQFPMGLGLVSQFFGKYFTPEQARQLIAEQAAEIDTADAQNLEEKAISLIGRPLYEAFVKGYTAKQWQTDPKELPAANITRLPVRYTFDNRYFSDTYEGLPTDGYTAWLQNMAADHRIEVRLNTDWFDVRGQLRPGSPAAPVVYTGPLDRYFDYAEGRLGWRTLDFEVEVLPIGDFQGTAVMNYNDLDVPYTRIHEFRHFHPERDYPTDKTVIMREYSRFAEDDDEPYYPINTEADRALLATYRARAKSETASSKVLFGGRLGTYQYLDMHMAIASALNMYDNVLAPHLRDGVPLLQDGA
# Anthrax LF inh2: anthrax lethal factor protease inhibition; multiplex microsphere protease cleavage assay, LF; inhibition, % at 10 µM; actives 0.12% (n = 360,000); AID 588501; further: plate controls were buffer without enzyme for full effect and enzyme alone for no effect
# BoNT A protease: inhibitors of Botulinum neurotoxin A light chain protease. multiplex microsphere protease substrate cleavage, flow cytometry. inhibition, % at 10 µM. actives 0.17% (n = 360,000). AID 588499; further: plate controls were buffer without enzyme for full effect and enzyme alone for no effect
# Numbers without * were called inactive; ? = inconclusive; / = not tested or not shown; + = active, no number. Unless noted, no stated cut-off is given here; in the data, active means inhibition above about 30%; inconclusive means no clear call, values can overlap the other calls; inactive means below that.
cpd	Compound	GDH-TPI counter	Mtb FBA inh	BoNT F protease	PfHsp40 yeast	FadD28 FP inh	Mtb BioA inh	UGM FP inh	Anthrax LF inh2	BoNT A protease
1	CCOC1=CC2=C(C(=O)C(Cl)=CC2=O)[C@@H]2CN(S(=O)(=O)c3ccc(C)cc3)[C@@H](c3ccccc3)[C@H]12	/	-3	-3	/	-1.9	-1.0	/	-4	1.9
2	CCOc1ccc(-n2c(SCc3cc(=O)oc4cc(C)c(C(C)C)cc34)nnc2-c2cccnc2)cc1	3	2	4	0.8	-3.1	0.0	-0.2	1	1.6
3	NC(=O)CSCc1nc2ccccc2s1	8	0	2	0.7	-0.7	-6.1	2.3	4	0.6
4	CCOC(=O)c1ccc2[nH]c(C)cc(=O)c2c1	14	36*	-3	-0.4	0.4	-1.0	1.0	-1	0.8
5	N=c1ccn(Cc2ccc(F)cc2)cc1	1	1	-7	/	-3.0	-1.2	-1.8	-4	0.2
6	COc1ccc(Cc2nnc(SCC(=O)N3CCN(c4ccccc4)CC3)o2)cc1	9	5	-11	-0.1	0.8	-4.0	-1.6	-5	-0.4
7	COc1ccc(-n2nnc3c(SCC(=O)c4ccccc4)ncnc32)cc1	6	1	/	-0.2	-0.8	/	-2.0	/	/
8	CCOC(=O)C1=C(O)CSC1=Nc1ccccc1	1	-3	/	-0.6	0.7	1.0	0.4	/	/
9	CCOc1ccc(NC(=O)c2c[nH]n3c(=O)cc(C4CCN(C(=O)OC(C)(C)C)CC4)nc23)cc1	12	0	-6	-1.4	1.4	-1.0	-2.7	-5	-1.4
10	O=C1OCCC1S(=O)(=O)c1ccc2ccccc2c1 (configuration not stated)	5	1	-462	-1.6	-1.0	0.4	1.7	?	?
11	CCN(CC)CCn1c(NC(=O)c2ccc(C(F)(F)F)cc2)nc2ccccc21	-4	-2	-3	1.1	-1.4	-1.1	-1.8	-2	-0.2
12	Cc1ccc(N(CC(=O)O)S(C)(=O)=O)cc1	1	5	-8	1.4	0.7	/	1.0	-6	-1.9
13	CCCc1nnc(SCC(=O)N2CCCCC2C)n1CCCOC (configuration not stated)	-8	-3	33	0.1	-2.3	/	0.6	5	2.9
14	CC(=O)c1c(C)[nH]c(C(=O)CSc2nnc(CN3CCCCCC3=O)n2-c2ccccn2)c1C	4	-2	-4	-0.5	-2.6	0.7	0.4	-2	-0.4
15	COC(=O)CN1C(=S)N(c2ccc(F)cc2)C(=O)C1CC(=O)Nc1ccc(OC)cc1 (configuration not stated)	8	0	/	-1.3	-0.3	-0.5	-2.9	/	/
16	Cc1ccsc1C(=O)N1CCN(c2ncccn2)CC1	0	2	-7	-0.9	-1.6	-0.7	0.8	-2	-2.6
17	CCN1C(=S)N[C@@H](CCc2ccccc2)[C@H](C(=O)OC)[C@H]1C	2	2	8	-1.0	0.3	-5.0	-0.3	-8	-0.2
18	O=C1NC(Cc2ccc(O)cc2)c2nc3cc(Cl)ccc3c(=O)n2-c2cc3ccccc3cc21 (configuration not stated)	4	-2	-10	/	-5.7	-2.8	/	2	-0.4
19	N#C/C(=C/c1ccc(CNS(=O)(=O)c2ccccc2)o1)C(=O)NCc1ccccc1	30	0	-7	0.3	-6.2	/	-1.6	-1	-0.8
20	CC1=C(C#N)C(/C=N/OCc2ccc(Cl)cc2)CC(=O)N1 (configuration not stated)	6	35*	-4	-0.6	-3.5	/	3.3	-4	0.8
21	COc1cccc(CNc2ccc(Br)cn2)c1O	5	-1	-6	0.5	-0.8	1.6	0.3	-1	?
22	CCC(=O)c1ccc(OCC(O)CN2CCc3ccccc3C2)cc1 (configuration not stated)	-2	0	-14	-1.1	-4.0	3.4	-1.8	-3	1.6
23	Cc1nn(-c2ccc(N3CCOCC3)nn2)c(C)c1CCC(=O)NCc1ccccc1F	0	0	-1	-0.3	-3.3	0.3	-3.2	-2	-0.8
24	Cc1ccc2ccccc2c1C(O)c1ncc(-c2ccc(C(F)(F)F)cc2)[nH]1 (configuration not stated)	9	-1	-2	/	-5.9	-2.0	/	0	-0.6
25	CCCCN(CCCC)C(=O)CN(C)S(=O)(=O)c1ccc2c(c1)n(C)c(=O)c(=O)n2C	21	-1	3	0.5	0.1	-1.7	0.0	-2	0.2
26	CN(C)c1ccc(NC(=O)CSc2n[nH]c(-c3ccco3)n2)cc1	5	0	-2	0.0	2.2	/	0.8	-1	-0.4
27	Cc1nn(Cc2ccc(C(=O)n3cccn3)o2)c(C)c1Br	-2	0	4	0.3	-2.0	/	0.0	1	0.4
28	CCn1c(=O)cc(OCC(=O)N(C)c2ccccc2F)c2ccccc21	14	1	-3	0.7	-3.3	-0.6	2.5	2	0.1
29	O=C(CN1C(=O)c2ccccc2S1(=O)=O)c1ccccc1F	2	5	2	-0.4	-1.3	-2.1	2.4	4	1.1
30	CCN(C(=O)C1CCN(c2nc(-c3ccc(OC)cc3)no2)CC1)c1ccc(OC)cc1	7	1	-8	-0.8	-4.4	0.5	-0.4	-2	0.0
31	Cc1c(C(=O)Nc2ccc(S(=O)(=O)N(C)C3CCN(C)CC3)cc2)oc2ccccc12	4	1	-19	-0.4	-3.3	1.3	-1.9	-7	-0.5
32	COC(=O)C1=C(c2cc3ccccc3s2)C[C@@H]2CC[C@H]1N2C(=O)NC1CC1	16	5	-2	-1.3	1.4	2.0	2.7	-10	0.1
33	Cc1ccccc1S(=O)(=O)NC(=O)C1(C)CCN1C(=O)Cc1ccc(Cl)cc1Cl (configuration not stated)	-1	-3	-1	/	-4.1	-0.3	/	1	-0.2
34	Cc1nc2ccccc2n1CC(=O)N/N=C/c1cccs1	9	2	-10	-2.2	-1.6	-0.2	-2.5	-1	-0.1
35	Cc1ccccc1C(=O)NCCCc1ccccc1	7	3	-3	-0.2	-0.2	/	-1.6	-1	-0.5
36	Cc1c2cnn(-c3ccccc3)c(=O)c2c(C)n1CCCC(=O)NCCN1CCN(C)CC1	6	2	/	-0.8	-1.0	/	1.3	/	/
37	COc1ccc(C(=O)CC2OC(=O)c3ccccc32)cc1OC (configuration not stated)	25	-4	0	-0.7	-0.9	0.7	0.3	-2	?
38	O=C(Nc1ccc(S(=O)(=O)NC2CCCC2)cc1)c1cnccn1	7	2	4	0.1	-1.8	2.9	0.1	-1	1.7
39	CC(=O)N/C(=C\c1ccc(F)cc1)C(=O)OC(C)C	2	-6	-8	0.8	-0.8	/	-2.0	1	-1.0
40	N#C/C(=C\c1ccc(OC(=O)c2cccs2)cc1)c1nc2ccccc2[nH]1	4	7	-17	1.6	-1.5	/	/	0	-0.4
41	O=C(OCC(=O)N1CCCCC1)c1c[nH]c2ccccc12	15	3	-4	-2.1	-0.6	-0.2	-0.6	-2	-0.6
42	CC1CCCC(C)N1C(=O)CCN1C(=O)C2C3C=CC(C3)C2C1=O (configuration not stated)	5	2	-8	0.2	-2.7	-1.5	-0.6	-2	-1.3
43	COc1ccc(N2CCN(C(=O)c3ccccc3F)CC2)c([N+](=O)[O-])c1	-5	0	-5	-0.5	-2.9	/	0.6	-7	0.0
44	C=CCn1c(SCC(=O)Nc2cc(C)cc(C)c2)nnc1-c1cnccn1	-7	1	0	-0.3	-4.2	-1.4	3.5	-2	0.3
45	COc1ccc(/C=C/C(=O)NCCCN2CCCCCC2)cc1	8	3	?	-1.1	-4.9	-0.2	-1.7	-6	-1.2
46	Cc1cc(NC(=O)c2c([N+](=O)[O-])c(C)nn2C)no1	2	-3	-19	0.2	-2.0	-0.8	0.1	2	-0.6
47	CCC(=O)c1cn(CC(=O)Nc2ccc(C)cc2)c2ccccc12	-9	-3	-19	0.6	-4.8	0.5	-0.4	-10	-2.3
48	Cc1cnc(C(=O)OCc2cc(=O)n3c(C)cccc3n2)cn1	11	-5	-6	-1.8	-4.1	-2.6	-5.4	-2	0.9
49	CCOC(=O)n1c(=O)oc2ccc(Cl)cc21	13	-12	-1	-0.2	-2.4	1.5	-1.0	4	0.6
50	CC1(C)CSC(=NCCc2ccccc2)N1C(=O)c1ccc(C#N)cc1	9	-1	-2	0.2	0.3	-0.5	/	-1	0.5
51	COc1ccc(NC(=O)c2cccc(S(=O)(=O)NCc3ccccc3)c2)cc1S(N)(=O)=O	0	3	-1	0.1	-3.9	0.9	-0.3	-1	-0.6
52	CCN1CCN(C(=O)c2ccc3c(c2)N(Cc2ccc(F)cc2)C(=O)c2ccccc2S3=O)CC1 (configuration not stated)	-3	0	-5	-0.6	-2.4	0.5	-2.3	-6	-1.2
53	CN(CC1CCCO1)S(=O)(=O)c1ccc(C(=O)NCc2ccccc2)cc1 (configuration not stated)	-1	-4	-6	1.0	-1.3	/	-1.6	-3	-1.7
54	CCOC(=O)C(C(=O)OCC)C(Nc1ccc(Br)cc1)c1ccccc1 (configuration not stated)	4	3	4	-0.1	1.6	-5.6	-0.8	-5	1.0
55	Nc1nc(-c2ccccc2)[nH]c(=O)c1N	16	29*	-5	-0.5	-0.9	-1.7	-2.4	-5	0.2
56	COc1ccc(-c2c(NC(=O)c3ccco3)oc3ccccc3c2=O)cc1OC	28	5	-19	1.6	-0.2	1.4	-1.3	2	-0.4
57	Cc1nnc(NC(=O)CCN2C(=O)C3CC=CCC3C2=O)s1 (configuration not stated)	10	-1	-12	/	0.0	-1.1	/	-6	-0.6
58	COc1ccc(S(=O)(=O)N2CCCCC2C(=O)O)cc1 (configuration not stated)	1	-1	1	-0.3	-2.7	-0.7	-3.3	5	0.3
59	Cc1cc(N2CCOCC2)nc(SCC(=O)c2ccccc2)n1	-1	5	2	1.3	-3.5	0.9	2.4	-1	0.8
60	CCN1C(=O)[C@@H]2[C@@H](c3ccc(-c4ccc(C(C)=O)cc4)cc3)N3CCCC[C@@]3(C(=O)OC)[C@@H]2C1=O	7	-1	0	0.9	-0.3	-1.7	-0.2	4	-0.3

# (list continues)
cpd	Compound	GDH-TPI counter	Mtb FBA inh	BoNT F protease	PfHsp40 yeast	FadD28 FP inh	Mtb BioA inh	UGM FP inh	Anthrax LF inh2	BoNT A protease
61	CC(=O)Nc1ccccc1C(=O)N1CCN(c2cccc(C)c2C)CC1	8	4	-6	-0.2	-3.1	/	-1.5	0	-0.3
62	O=C(c1ccc(OC2CCN(C/C=C/c3ccccc3)CC2)cc1)N1CCCC1	0	1	-6	0.3	-3.1	1.9	-0.4	-3	-5.2
63	CCOP(=O)(OCC)C(Nc1ccccn1)c1ccc(F)cc1 (configuration not stated)	-4	-3	4	-0.5	-4.7	/	-0.3	-3	0.1
64	CCC1Oc2ccc(C)cc2N(CC(=O)NCc2ccco2)C1=O (configuration not stated)	3	2	2	0.2	-0.2	/	1.7	-7	0.7
65	COc1ccc(-n2cc(C(=O)O)c(=O)cc2C)cc1	-5	2	0	-0.2	-3.6	-0.1	1.6	-2	-0.1
66	Cc1cccc(-[n+]2c(C)cc(C)c3c(=O)[nH]c(=O)[nH]c32)c1	33*	+	17	-1.9	-1.9	3.2	/	10	2.4
67	COc1cc(OC)cc(C(=O)NCC(=O)N2CCC(C)CC2)c1	-9	2	-9	-0.9	-5.1	/	-1.2	5	-0.5
68	O=C(C1=C[C@@H](c2coc3ccccc3c2=O)C[C@@H](OCc2ccc(CO)cc2)O1)N1CCCCCCC1	4	2	-7	1.1	-1.7	0.8	-4.2	2	-0.5
69	NC(=O)NC(c1ccccc1)c1ccccc1	0	-1	6	-0.4	-0.9	-2.4	2.5	1	0.0
70	COc1cccc(NC(=O)COC(=O)c2cccnc2)c1	-7	-1	9	0.0	-2.8	5.5	0.5	-1	2.8
71	COc1ccc(-c2cc(C(F)(F)F)nc(N3CCN(Cc4ccccc4)CC3)n2)cc1OC	-2	0	1	3.5	-1.9	0.3	-1.4	-4	-0.3

# Structural class, those above with two or more sulfur atoms
cpd	Compound	GDH-TPI counter	Mtb FBA inh	BoNT F protease	PfHsp40 yeast	FadD28 FP inh	Mtb BioA inh	UGM FP inh	Anthrax LF inh2	BoNT A protease
3	NC(=O)CSCc1nc2ccccc2s1	8	0	2	0.7	-0.7	-6.1	2.3	4	0.6
51	COc1ccc(NC(=O)c2cccc(S(=O)(=O)NCc3ccccc3)c2)cc1S(N)(=O)=O	0	3	-1	0.1	-3.9	0.9	-0.3	-1	-0.6

# Assay outcomes (PubChem)
